Screening data from PubChem BioAssay.
CAL PDZ inh: CAL PDZ peptide-binding inhibitors, primary screen, biochemical, fluorescence polarization, Cer-tagged CAL PDZ, HTS; purified CAL PDZ, TMR-peptide fluorescence polarization, 1 h; Golgi-associated PDZ and coiled-coil motif-containing protein (Homo sapiens), Q9HD26; inhibition, % at 20 µM; hit rate 0.02% among 330,000; AID 504414, 2011;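 active means highest replicate inhibition of at least 40%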;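 further: plate controls were DMSO neutral control wells for no effect and unlabeled competitor peptide control wells for full effect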
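System: purified tagged CAL PDZ domain construct (CerCALP). Schedule: 1 h incubation at room temperature before polarization reading. Medium: 25 mM sodium phosphate pH 7.4, 150 mM NaCl, TCEP, IgG, Thesit. Read-out: percent inhibition from loss of millipolarization. Measured by: FP readout, S and P plane fluorescence. Probe or stimulus: fluorescent TMR peptide probe.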
PfHsp90 yeast 2: growth inhibition of PfHsp90-expressing yeast, primary screen, antimalarial PfHsp90 inhibitor project, S. cerevisiae, BacTiter-Glo luminescence, single point, set 2; BacTiter-Glo ATP, 48 h; yeast lacking PDR1 and PDR3 efflux regulators; inhibition, % at 9.4 µM; hit rate 0.32% among 310,000; AID 504621, 2011;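 active means every replicate shows inhibition above about 80%, whatever the replicate mean, limit read from the data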;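 further: 0% = DMSO neutral controls and 100% = 20 µM radicicol positive controls; yeast relying on Plasmodium falciparum Hsp90 in place of its own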
phage Ecoli inh: growth loss of phage-infected E. coli, primary screen, RecBCD inhibitor project, absorbance, with phage, HTS. inhibition, % at 11.9 µM. hit rate 0.26% among 360,000. AID 651602, 2012; in the data active means inhibition above about 11%
DAGLB inh: DAGLB lipase inhibitors, primary screen, biochemical, fluorescence, HTS. Diacylglycerol lipase-beta (Homo sapiens), Q8NCG7. HEK293T DAGLB membrane lysate, EnzChek fluorogenic substrate. inhibition, % at 5.17 µM. hit rate 0.059% among 340,000; in the data active means inhibition above about 34%;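 further: 0% = enzyme with vehicle and 100% = wells lacking enzyme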
Target sequence (Q8NCG7 whole entry, looked up): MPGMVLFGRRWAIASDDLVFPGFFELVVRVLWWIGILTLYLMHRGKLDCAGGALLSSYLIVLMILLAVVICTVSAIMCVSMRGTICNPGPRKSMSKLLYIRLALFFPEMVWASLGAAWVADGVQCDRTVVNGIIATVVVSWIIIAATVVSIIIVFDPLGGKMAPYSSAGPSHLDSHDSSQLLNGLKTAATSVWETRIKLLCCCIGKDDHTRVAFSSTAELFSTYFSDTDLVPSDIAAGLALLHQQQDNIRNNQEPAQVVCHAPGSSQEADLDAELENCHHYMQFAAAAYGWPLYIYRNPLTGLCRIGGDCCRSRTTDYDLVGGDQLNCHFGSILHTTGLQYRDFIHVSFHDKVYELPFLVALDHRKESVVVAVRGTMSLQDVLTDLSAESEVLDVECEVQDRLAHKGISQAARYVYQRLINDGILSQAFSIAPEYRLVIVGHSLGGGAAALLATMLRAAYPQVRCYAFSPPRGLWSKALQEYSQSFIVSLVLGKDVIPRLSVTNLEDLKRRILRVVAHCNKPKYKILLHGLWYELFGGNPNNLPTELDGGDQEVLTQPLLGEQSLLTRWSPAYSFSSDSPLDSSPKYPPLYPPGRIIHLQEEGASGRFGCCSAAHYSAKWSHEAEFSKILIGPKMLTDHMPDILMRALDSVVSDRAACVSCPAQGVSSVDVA
E coli growth: E. coli V3065 growth inhibition, primary screen, counter-screen for AddAB inhibitor project, absorbance, OD600 | 18 h | AID 449728, 2010 | hit rate 0.27% among 330,000 | inhibition, % at 11.9 µM;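 active means inhibition above the campaign's mean inhibition across all tested compounds plus 3 SD, cut at about 9.9% in these data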;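 further: uninfected addAB+ strain grown without phage in ampicillin broth; 0% = DMSO wells and 100% = ciprofloxacin 0.95 µg/ml wells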
AddAB inh: growth inhibition of E. coli expressing H. pylori AddAB, primary screen, AddAB inhibitor project, absorbance | inhibition, % at 11.9 µM | hit rate 0.29% among 330,000 | AID 435030, 2010; in the data active means inhibition above about 12%;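 further: 0% = vehicle wells of infected cells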
Rtt109 Vps75: inhibitors of C. albicans Rtt109/Vps75 HAT, primary screen, biochemical, ThioGlo CoA-SH fluorescence, plate reader; hit rate 0.16% among 330,000; Histone acetyltransferase RTT109 (Candida albicans (strain SC5314 / ATCC MYA-2876)), …; purified Rtt109/Vps75, 4 h; inhibition, % at 34.9 µM; AID 540336, 2011;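 active means inhibition of at least 50% in every replicate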
Target sequence (Q5AAJ8 whole entry, looked up): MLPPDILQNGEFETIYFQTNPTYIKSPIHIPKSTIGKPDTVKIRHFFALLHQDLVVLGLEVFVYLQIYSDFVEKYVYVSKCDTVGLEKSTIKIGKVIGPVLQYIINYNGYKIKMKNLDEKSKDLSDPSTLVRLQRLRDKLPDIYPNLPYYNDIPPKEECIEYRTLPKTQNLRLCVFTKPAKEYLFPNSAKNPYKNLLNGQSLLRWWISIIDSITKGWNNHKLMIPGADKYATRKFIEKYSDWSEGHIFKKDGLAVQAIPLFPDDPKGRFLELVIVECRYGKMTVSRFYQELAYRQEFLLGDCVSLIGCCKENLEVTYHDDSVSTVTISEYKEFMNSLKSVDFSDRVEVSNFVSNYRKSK
Wnt act: Wnt/beta-catenin pathway activators, primary screen, cell-based, plate reader, single point; Wnt/beta-catenin reporter cell assay, activator; activation, % at 9.35 µM; hit rate 1.2% among 300,000; AID 743398, 2014; in the data active means activation above about 30%, passing the limit was not always enough;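 further: 0% = neutral control wells and 100% = positive control wells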
PvdQ acylase: P. aeruginosa PvdQ acylase inhibitors, primary screen, biochemical, fluorescence, plate reader and imaging, single point. PvdQ acylase [Pseudomonas aeruginosa LESB58]. purified PvdQ acylase. inhibition, % at 10 µM. hit rate 0.063% among 340,000; in the data active means inhibition above about 30%, passing the limit was not always enough;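 further: 0% = vehicle neutral wells and 100% = reference inhibitor wells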
Tat transport: E. coli Tat export inhibitors, primary screen, MC4100, TorA-mCherry reporter, fluorescence, single point | inhibition, % at 10 µM | hit rate 0.036% among 340,000 | AID 488895, 2010;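 active means mean replicate inhibition at least 50% and at least half of replicates individually reaching 50%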;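 further: exported cargo escapes ClpAP degradation while cytoplasmic cargo is degraded and loses fluorescence; 0% = median of neutral control wells and 100% = median of NaSCN control wells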
* hit, by the source's call; . = no result given.

Values in the order – PvdQ acylase	DAGLB inh	PfHsp90 yeast 2	CAL PDZ inh	E coli growth	phage Ecoli inh	AddAB inh	Rtt109 Vps75	Tat transport	Wnt act
> CCn1c(NC(=O)Nc2cccc(C)c2C)cc2sccc21
    -16.8	4.1	-21.8	-1.2	-2.3	2.4	-1.7	-3.2	4.3	-4.0
> COc1cccc(C(c2nnnn2Cc2ccco2)N2CCN(Cc3ccccc3)CC2)c1OC (stereo unspecified)
    -10.1	1.0	18.0	-0.6	-2.2	3.2	-3.4	-4.1	-2.9	-1.9
> Cc1cccc(C)c1NC(=O)Nc1cccs1
    16.9	5.6	6.8	-0.2	1.7	1.4	4.4	-2.6	-0.9	-0.4
> COc1ccc(N=N/C(=C\O)C(=O)c2ccco2)cc1
    -3.8	0.8	5.4	0.2	-3.3	2.7	4.3	2.8	0.7	9.2
> Cc1nc2c(ncn2-c2ccccc2)c(=O)n1NC(=O)CN1CCOCC1
    -15.8	-4.1	2.7	-0.2	0.1	3.1	1.3	1.4	3.9	-2.0
> CCCCNC(=O)CSc1nc2ccccc2n1S(=O)(=O)c1ccc(Cl)cc1
    -15.4	-0.5	5.5	0.0	1.5	2.0	2.3	4.2	-8.0	1.3
> Cc1ccc(C2C(=O)N(C3CCC(C)CC3)CC(=O)N2C2CC2)cc1 (stereo unspecified)
    -20.4	1.1	-3.1	-0.2	-1.0	.	-0.9	-13.2	-4.4	-0.7
> O=C(CN1CCN(CC(=O)Nc2ccccc2F)CC1)Nc1ccc2c(c1)OCCO2
    -5.9	0.8	-3.1	-1.9	-2.7	5.2	-2.2	1.8	-5.2	-2.1
> Cc1ccc(S(=O)(=O)CCC(=O)N2CCN(c3ccccc3O)CC2)cc1
    8.0	-1.2	4.7	-0.8	1.3	1.7	1.2	6.4	-3.8	-2.2
> Cc1nn(C)cc1NC(=O)c1nn(C)cc1[N+](=O)[O-]
    -15.3	-2.1	-9.3	-0.3	1.2	1.4	3.0	-17.8	-4.7	-0.8
> CC/C(=N\NC(=O)c1cc(C)nc2ccccc12)c1ccc(C)s1
    -14.0	0.6	41.0	-0.2	0.8	6.9	7.3	-1.3	4.8	-1.3
> COc1ccc(CCNC(=S)N2CCN(S(=O)(=O)c3ccc(F)cc3)CC2)cc1
    -15.8	-0.1	2.1	-1.9	1.6	1.0	-0.2	-10.3	-5.2	2.4
> COc1cccc(OC)c1C(=O)Nc1ccccc1N1CCCCC1
    -0.5	-5.8	6.5	-0.7	2.9	1.0	2.3	-3.3	2.6	1.6
> C[C@@]12C(=O)OC(=O)[C@]1(C)C1CCC2O1
    -0.6	0.0	-27.4	-0.5	0.0	5.5	-1.6	0.4	4.8	-3.2
> O=C(Nc1ccc(S(=O)(=O)N2CCc3ccccc3C2)cc1)C1CCCO1 (stereo unspecified)
    -10.0	-2.2	6.5	-1.4	-0.5	3.6	-0.7	5.8	2.3	-1.7
> O=C(CC1Nc2ccccc2NC1=O)Nc1cc(Cl)cc(Cl)c1 (stereo unspecified)
    -18.7	-1.1	.	-3.0	3.3	3.3	2.6	1.3	-0.1	.
> COc1cccc(Cn2cccc(NC(=O)Nc3cccc(C#N)c3)c2=O)c1
    .	.	.	.	1.6	-0.1	2.5	.	.	-2.5
> O=C(c1cccs1)N1CCCC(c2nc(-c3ccc(F)cc3)no2)C1 (stereo unspecified)
    -17.2	-7.3	-11.1	-0.3	0.0	1.2	2.3	-7.8	-3.5	.
> O=C(O)C1=CC[C@@H](c2ccc(Cl)cc2)N(S(=O)(=O)c2ccc(Cl)cc2)[C@H]1c1ccc(F)cc1
    -7.9	1.6	26.6	-1.4	-0.9	1.6	0.4	16.4	10.7	-3.3
> CC(=O)N1CCN(c2ccc(NC(=S)NC(=O)COc3ccc(C(C)(C)C)cc3)cc2)CC1
    -10.5	2.3	-14.3	-0.3	0.0	0.1	-0.3	-0.7	-5.1	2.6
> CCN(CC(=O)Nc1ccccc1OC)C(=O)CSCC(=O)Nc1ccc(OC)cc1
    -2.0	-0.5	6.9	-1.0	-0.4	0.2	-0.9	-9.4	-3.3	-1.5
> COc1ccc(CCN2C(=S)N(C)C(=O)C2CC(=O)Nc2ccc(OC)cc2)cc1 (stereo unspecified)
    -16.0	-3.1	9.0	-1.0	-0.8	1.8	3.2	20.0	2.8	-5.6
> O=C(OCC(=O)N1CCCC1)c1ccc(OC(F)(F)F)cc1
    8.6	0.0	6.6	0.7	-0.2	3.3	2.7	2.7	15.4	-1.9
> O=C(C/C=N/OCc1c(Cl)cccc1Cl)c1cnc(-c2ccccc2)s1
    -11.5	-5.3	.	-0.2	-2.1	-1.7	1.8	-4.0	-4.6	.
> CCCCOC(=O)C1CN(c2ccccc2)N=C1C(=O)OCC (stereo unspecified)
    -7.1	-3.9	0.4	-2.2	1.6	-2.9	1.6	-6.2	6.3	.
> O=C(NC1CCCCCC1)c1ccc(CN2CCOCC2)cc1
    4.9	-1.9	-5.0	0.8	1.5	2.5	1.7	22.9	-0.9	.
> COc1cccc(-c2sc3ccc(OC)cc3c2C#CC(C)(C)O)c1
    8.6	-7.9	-22.8	-0.1	-0.2	1.9	-0.3	0.2	-1.1	-3.8
> Cc1oncc1C(=O)N1CCCC(CO)(Cc2ccc(F)cc2F)C1 (stereo unspecified)
    -17.9	2.0	-38.0	0.1	-1.2	2.3	1.5	-0.4	6.2	5.5
> CS(=O)(=O)c1ccc2nc(NC(=O)c3cc4ccccc4o3)sc2c1
    -3.1	2.2	5.5	-2.5	0.4	1.7	-1.7	2.0	-4.2	16.5
> Cc1cc(NC(=O)COC(=O)c2oc3c(Cl)cccc3c2C)no1
    -13.0	-2.8	18.3	-1.8	-1.1	3.9	1.7	-6.2	-1.9	1.0
> COc1ccc2cc(CCNC(=O)c3ccc(S(=O)(=O)N4CCCC4)cc3)c(=O)[nH]c2c1
    -6.4	0.4	6.2	-0.6	-0.8	-2.0	4.8	0.3	4.0	-0.4
> COCC(C)N1CCC(n2nccc2NC(=O)c2ccc3c(c2)OCO3)CC1 (stereo unspecified)
    -3.8	2.6	14.0	-2.1	-2.8	0.6	-2.3	10.2	-10.4	-1.3
> CCN1CCN(c2cc(C)c3cc(NC(=O)Cc4ccccc4OC)ccc3n2)CC1
    -12.2	-1.3	-45.2	-0.3	-0.4	-1.8	3.4	4.2	-1.8	-3.7
> COc1ccc(NS(=O)(=O)c2cccc(C(=O)N/N=C/c3cn(-c4ccccc4)nc3-c3ccccc3)c2)cc1
    -2.9	1.4	-29.3	-0.6	-0.3	2.1	1.3	0.3	10.1	2.4
> O=C(CSc1nnnn1Cc1ccccc1)NCCc1ccccc1
    -16.9	-3.8	13.5	0.1	-5.0	1.1	0.8	-8.2	-2.7	.
> CCOc1ccc(CCNC(=O)c2cc3c(C)nccc3[nH]c2=O)cc1OCC
    -18.6	-0.1	-10.8	0.2	-0.7	2.8	0.1	-2.8	-2.3	-1.4
> CCc1cccc(OCC2Cn3c(nc4c3c(=O)[nH]c(=O)n4C)O2)c1 (stereo unspecified)
    -20.6	-1.3	18.3	0.5	0.9	0.8	3.3	-2.5	0.6	-0.2
> Nc1cc(=O)[nH]c(SCc2nnnn2-c2ccc(Cl)cc2)n1
    -18.5	-2.0	2.3	-0.4	-0.3	2.3	0.2	-0.3	-9.5	-0.4
> CC(C)OC(=O)C(CC(=O)O)N1CCOCC1 (stereo unspecified)
    -8.8	-4.0	-9.6	-0.3	2.4	0.9	1.6	-0.5	-6.4	.
> Cc1cc(C)c(C(=O)CSc2nnc(N)s2)cc1C
    -14.8	-1.0	-9.3	-2.3	2.8	0.4	1.0	-1.5	-1.9	3.1
> CNC(=O)/C(C#N)=C/c1cn(CC(=O)NCc2ccco2)c2ccccc12
    -7.9	-1.9	-9.9	16.7	0.8	1.4	1.3	-3.1	-4.4	-1.4
> Cc1ccc(Cl)c(OCC(=O)NC2CCN(Cc3ccccc3)CC2)c1
    -11.9	-2.5	.	-3.4	0.5	4.4	1.5	3.7	-4.6	-4.7
> CC(C#CCN1CCCCC1)OCCOCc1ccccc1 (stereo unspecified)
    13.1	-3.0	7.3	-0.3	0.3	0.1	-1.4	3.1	-0.3	-0.2
> COc1cc(NC(=O)CSc2ccc(-c3ccccn3)nn2)cc(OC)c1
    -4.7	-1.1	.	-5.1	13.6*	12.7*	13.5*	-21.3	-0.4	-2.1
> O=C(CCN1CCCCCC1)Nc1ccc(F)c(F)c1
    -15.6	-2.6	4.3	0.1	-0.3	2.8	-2.1	10.1	-6.7	.
> Cc1ccccc1NC(=O)c1sc2nc3c(c(-c4ccco4)c2c1N)CCC3
    -13.7	1.5	-25.2	-1.2	-3.1	0.2	-0.5	1.8	-10.6	.
> CCCC(C)NC(=O)Cc1ccccc1[N+](=O)[O-] (stereo unspecified)
    -4.2	-0.9	27.8	-0.6	4.1	6.1	6.8	4.1	1.6	1.3
> COc1ccc(N2CCN(S(=O)(=O)c3cn(C)c(=O)n(C)c3=O)CC2)cc1
    -10.0	9.3	-19.7	-2.4	1.9	0.0	3.3	-4.7	7.5	1.7
> C#CCOCCOCCOCCNc1nc(N2CCN(C(=O)[C@H](CCC(=O)O)n3cc(C(N)Cc4ccc(O)cc4)nn3)CC2)nc(N2CCN(C(=O)[C@H](Cc3cc4ccccc4[nH]3)n3cc(C(N)[C@H](C)CC)nn3)CC2)n1 (stereo partly specified)
    -11.9	1.2	19.3	-0.4	-2.5	.	1.2	4.3	3.0	.
> COc1ccccc1N1CCN(CC(O)c2ccccc2)CC1 (stereo unspecified)
    -5.8	-5.2	-1.2	-3.1	1.6	3.6	3.0	-0.6	1.9	0.2
> COc1ccc(CCN2C(=O)C3C4CC(C5C(C(=O)N/N=C\c6ccc(Cl)cc6)=NOC45)C3C2=O)cc1OC (stereo unspecified)
    -2.8	-0.2	37.9	-1.1	1.9	0.2	3.8	6.6	7.7	.
> CCOCCCNC(=O)CC1Oc2ccc(C)cc2NC1=O (stereo unspecified)
    -18.5	1.3	.	0.2	0.3	1.1	5.3	-5.2	3.2	-5.8

Whole records, quoted from the list. Order of values: PvdQ acylase, DAGLB inh, PfHsp90 yeast 2, CAL PDZ inh, E coli growth, phage Ecoli inh, AddAB inh, Rtt109 Vps75, Tat transport, Wnt act
O=C(CSc1nnnn1Cc1ccccc1)NCCc1ccccc1 as listed: -16.9, -3.8, 13.5, 0.1, -5.0, 1.1, 0.8, -8.2, -2.7, .
COc1ccc(N2CCN(S(=O)(=O)c3cn(C)c(=O)n(C)c3=O)CC2)cc1 as listed: -10.0, 9.3, -19.7, -2.4, 1.9, 0.0, 3.3, -4.7, 7.5, 1.7
